Screening results from PubChem.
ELG1 repair inh – blocks ELG1-dependent DNA repair in HEK293T cells; Potency, µM (highest dose often 46.1 µM), for inactives: at the highest dose activity change, negative = inhibition, actives largely listed as inhibitors; AID 504467; hit rate 2.3% among 330,000; HEK293T ELG1-luciferase reporter, luminescence, 16 h; DNA damage induced by 5-fluorouridine; note: potency is the fitted concentration of half-maximal effect; % is set by controls: 0 for no effect and ±100 for the full control effect; nearly all actives have a fitted effect of over 55% in size
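DMSO vehicle served as the neutral condition. Each well held 2,000 cells given 5-fluorouridine plus compound; after 16 hr at 37 °C/5% CO2, ONE-Glo was added and luciferase measured 30 min later.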
RORg inh – ROR gamma (mouse) transcription inhibition | P51450 | hit rate 5.4% among 310,000 | Drosophila S2 Gal4-RORgamma UAS-luciferase reporter, 20 h | Potency, µM (titrated, usually from 53.6 µM), without a hit: at the highest dose activity change, negative = inhibition, most hits filed as inhibitors; note: potency is the fitted concentration of half-maximal effect; % is set by controls: 0 for no effect and ±100 for the full control effect; nearly all actives have a fitted effect of over 60% in size
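Drosophila S2 cells stably expressing Gal4-DBD/mouse RORγ fusion under metallothionein promoter plus UAS-luciferase; compound 1 h, then 700 uM CuSO4 induction for 20 h at ambient temperature; inhibition read as reduced luminescence.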
Rab9 promoter act – activators of Rab9 promoter. Huh7 Rab9 promoter-luciferase reporter, luminescence, 24 h. Potency, µM (top dose mostly 9.22 µM), for inactives: at the highest dose activation, negative = inhibition, most hits filed as activators. hit rate 2.8% among 320,000; note: potency is the fitted concentration of half-maximal effect; % of control where 0% means no effect; nearly all actives have a fitted effect of over 60% in size
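Luminescence from Amplite-detected luciferase (10 minutes, ambient) reports Rab9 promoter activation. Before that, stable Rab9-luciferase Huh7 cells (1500/well, reduced-serum OP-MEM I plus 10% FBS) were exposed to compound for 24 hours at 37C.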
PKM2 activator – increases activity of human pyruvate kinase M2 | P14618 | purified PKM2, Kinase-Glo ATP luminescence, activation; response scale: 0% is enzyme alone, no compound | Potency, µM (doses to about 57.5 µM), for the others: at the top dose activation, usual class: activators | hit rate 0.34% among 260,000; note: potency is the fitted concentration of half-maximal effect; % is set by controls: 0 for no effect and ±100 for the full control effect; nearly all actives have a fitted effect of over 55% in size
Target sequence (P14618 whole entry, looked up): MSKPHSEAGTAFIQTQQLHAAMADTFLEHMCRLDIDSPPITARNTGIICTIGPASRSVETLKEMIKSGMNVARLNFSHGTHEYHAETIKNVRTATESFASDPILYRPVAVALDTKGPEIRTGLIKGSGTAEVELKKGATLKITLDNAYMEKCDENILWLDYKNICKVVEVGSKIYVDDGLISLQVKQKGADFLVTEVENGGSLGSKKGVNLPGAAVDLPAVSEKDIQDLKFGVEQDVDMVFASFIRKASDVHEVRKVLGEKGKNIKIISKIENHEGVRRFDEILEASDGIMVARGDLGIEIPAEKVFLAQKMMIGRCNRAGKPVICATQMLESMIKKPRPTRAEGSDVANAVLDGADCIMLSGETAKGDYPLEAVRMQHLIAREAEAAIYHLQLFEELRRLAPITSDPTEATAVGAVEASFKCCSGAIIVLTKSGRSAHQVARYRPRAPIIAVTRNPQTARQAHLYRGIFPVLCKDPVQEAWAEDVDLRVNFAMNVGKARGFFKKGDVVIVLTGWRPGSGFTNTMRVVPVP
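ATP formation by purified human PK-M2, quantified via coupled luciferase luminescence after 1 h at room temperature with 0.1 mM ADP and 0.5 mM PEP final.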
Menin-MLL TR inh – menin-MLL binding inhibition, Texas Red mutant peptide; hit rate 0.23% among 270,000; O00255; AID 1768; Menin + Texas Red MLL mutant peptide, fluorescence polarization; Potency, µM (titrated, usually from 61.6 µM), inactives show at the highest dose FP activity change, negative = inhibition, most hits filed as inhibitors; active = well fitted inhibition curve with a large enough effect in the polarisation, with a control signal flat, not every such curve was filed as active; inconclusive = small, poorly fitted or top-dose-only effect, or effect the other way, or a change in a side signal; inactive = no such curve, though single readings can be large or run the other way; the % refers to the polarisation; note: potency is the fitted concentration of half-maximal effect; % of control where 0% means no effect; many of its hits are not listed in these tables
Mito fusion yeast – mitochondrial division inhibition or fusion activation | Potency, µM (top dose mostly 46.1 µM), inactives show top-dose growth rescue (activation), most hits filed as activators | AID 485298 | hit rate 0.23% among 320,000 | S. cerevisiae fusion-defective mutant growth rescue, CellTiterGlo 48 h;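 note: potency is the fitted concentration of half-maximal effect; % of control where 0% means no effect; nearly all actives have a fitted effect of over 45% in size; temperature-sensitive fusion mutants such as fzo1-1 at 37 °C on non-fermentable ethanol glycerol medium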
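Compounds are tested for their ability to restore growth of mitochondrial fusion-defective yeast strains at non-permissive 37C in YPEG medium over 48 hours. Viability is quantified by luciferase luminescence.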
MBNL1-CUG inh – inhibitors of human MBNL1 binding to CUG repeat RNA | TR-FRET MBNL1-His/biotin-(CUG)12 binding, 665/545 ratio | hit rate 0.036% among 280,000 | Potency, µM (series often up to 57.5 µM), for inactives: at the highest dose activity change, negative = inhibition, usual class: inhibitors | Q9NR56 | AID 2675; active = well fitted inhibition curve with a large enough effect in the signal ratio, with a control signal flat, not every such curve was filed as active; inconclusive = small, poorly fitted or top-dose-only effect, or effect the other way, or a change in a side signal; inactive = no such curve, though single readings can be large or run the other way; the % refers to the signal ratio; note: potency is the fitted concentration of half-maximal effect; % is set by controls: 0 for no effect and ±100 for the full control effect
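Inhibition of protein-RNA binding appears as loss of TR-FRET between terbium anti-His antibody on MBNL1-His and streptavidin-XL665 on biotin-(CUG)12. Activity is normalized to buffer-only and uninhibited-complex controls.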
KCNH2 3.1 inh – inhibitors of human KCNH2 3.1 potassium channel isoform; activity change, % (tested at about 1.8 µM); U2OS KCNH2 3.1, thallium flux FluxOr; active compounds read low; AID 720553; hit rate 0.95% among 340,000;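 active = maximum activity change below -70%; inconclusive = maximum activity change from -70% to -50%; inactive = maximum activity change above -50%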;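 note: thallium influx rate constant from kinetic fluorescence after stimulation buffer; % is set by controls: 0 for no effect and ±100 for the full control effect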
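Kinetic fluorescence (2 min after stimulation buffer) measures Tl+ influx through KCNH2 3.1 expressed by viral transduction in U2OS cells; the rate constant is normalized against DMSO controls serving as positive and negative references.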
NPC1 prom act – activates the NPC1 promoter; Huh7 NPC1 promoter luciferase reporter, 24 h; Potency, µM (series often up to 9.22 µM), for inactives: top-dose activation, hits mostly activators; hit rate 2.4% among 320,000; AID 485313;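 note: potency is the fitted concentration of half-maximal effect; % of control where 0% means no effect; nearly all actives have a fitted effect of over 60% in size; reporter is driven by a mutant NPC1 promoter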
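Stably transfected Huh7 (NPC1 promoter→luciferase), 1500 cells/well in Opti-MEM + 10% FBS, 2 h settle, then compound 24 h at 37 °C. Luminescence after 10 min with Amplite reagent.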
VP16 counter – inhibits Gal4-VP16 luciferase reporter, ROR gamma counter-screen; Potency, µM (highest dose often 53.6 µM), for the others: at the highest dose activity, negative = inhibition, hits mostly inhibitors; Drosophila S2 Gal4-VP16 UAS-luciferase, luminescence, 20 h; hit rate 3.5% among 310,000;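 note: Gal4-VP16 expression switched on by copper sulfate through the metallothionein promoter; potency is the fitted concentration of half-maximal effect; % is set by controls: 0 for no effect and ±100 for the full control effect; nearly all actives have a fitted effect of over 50% in size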
FLuc counter – firefly luciferase modulation, counter-screen for miR-21 project. purified FLuc, Km substrates, luminescence inhibition. Potency, µM (titrated, usually from 57.5 µM), without a hit: at the highest dose activity change, negative = inhibition, hits mostly inhibitors. hit rate 6.9% among 360,000. AID 588342;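 note: potency is the fitted concentration of half-maximal effect; plate controls were vehicle for no effect and reference inhibitor for full effect; nearly all actives have a fitted effect of over 55% in size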
Target sequence (P08659 whole entry, looked up): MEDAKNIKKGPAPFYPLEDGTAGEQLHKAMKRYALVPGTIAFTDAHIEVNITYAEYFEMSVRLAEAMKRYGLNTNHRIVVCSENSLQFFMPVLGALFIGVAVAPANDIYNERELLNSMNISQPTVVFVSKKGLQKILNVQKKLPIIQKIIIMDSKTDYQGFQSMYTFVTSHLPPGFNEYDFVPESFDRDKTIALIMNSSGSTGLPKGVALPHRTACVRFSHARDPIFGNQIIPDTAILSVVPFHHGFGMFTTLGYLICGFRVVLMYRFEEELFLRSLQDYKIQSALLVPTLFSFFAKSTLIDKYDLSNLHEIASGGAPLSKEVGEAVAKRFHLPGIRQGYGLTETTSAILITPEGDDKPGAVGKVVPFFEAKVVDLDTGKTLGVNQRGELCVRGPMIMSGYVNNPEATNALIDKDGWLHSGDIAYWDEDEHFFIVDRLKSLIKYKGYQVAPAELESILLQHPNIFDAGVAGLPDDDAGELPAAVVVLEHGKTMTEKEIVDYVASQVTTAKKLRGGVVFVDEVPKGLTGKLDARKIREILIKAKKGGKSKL
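Purified P. pyralis luciferase, 10 nM final, with Km-level 10 uM D-luciferin and 10 uM ATP in 50 mM Tris acetate pH 7.5, 10 mM Mg acetate, 0.01% Tween-20, 0.05% BSA; 6-point qHTS titration about 60 µM downward; luminescence read.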
An asterisk follows results filed as active; ? = inconclusive; / = not tested or not shown; [ ] = another dose, or the depositor's remark. Unless noted, calls come from the whole dose curve; as a rule, active = well fitted curve in the direction sought with a large enough effect; inconclusive = small, poorly fitted or top-dose-only effect, or another doubt; inactive = no such curve, though single readings can be large; an effect the other way counts as inactive or inconclusive. This is a subset; count on the stated rates, not on these rows.

SMILES	ELG1 repair inh	RORg inh	Rab9 promoter act	PKM2 activator	Menin-MLL TR inh	Mito fusion yeast	MBNL1-CUG inh	KCNH2 3.1 inh	NPC1 prom act	VP16 counter	FLuc counter
CCS(=O)(=O)n1c(Cc2cccs2)nc2ccccc21	?	/	14%	/	/	5%	/	4	6%	/	-10%
CC1(C)CC(=O)C=C(NC2=CC3OC(c4ccccc4)OCC3OC2=O)C1 (stereo not given)	13µM*	?	0%	11%	15%	14%	3%[11.5 µM]	-15	-6%	11µM*	0%
COC(=O)c1cn(NC(=O)c2ccc(F)cc2)c(=O)c2ccccc12	-8%	2%	0%	-2%	10%	4%	5%	-24	-3%	3%	-5%
Cc1cccc(C(=O)N2CCC(=O)N(C(COCc3ccccc3)Cc3ccccc3)CC2)c1 (stereo not given)	-5%	2%	-3%	0%	-10%	12%	1%	21	-5%	-5%	1%
Cc1c(C(=O)N2CCOCC2)c(S(=O)(=O)Nc2ccc(Br)cc2F)c(C)n1C	2%	-16%	0%	-11%	3%	1%	?	21	1%	3%	-2%
COc1ccc(/C=C/c2nnc(NC(=O)COc3ccc(C)cc3)s2)cc1	25%	1%	3%	0%	25%	-23%	-1%	6	21%	-8%	-1%
CC(Cc1ccccc1)NC(=O)CSc1nc2nc3c(cc2c(=O)n1-c1ccccc1)COC(C)(C)C3 (stereo not given)	?	-5%	2%	1%	-3%	-1%	5%	-7	1%	-9%	0%
CCc1ccc(N(CC(=O)NCc2ccco2)C(=O)CCC(=O)Nc2ccccn2)cc1	6%	-6%	5%	4%	-19%	-1%	0%	7	-3%	-6%	3%
COc1ccc(NC2CCCN(C(=O)c3cccs3)C2)cc1 (stereo not given)	?	1%	5%	/	/	3%	-2%	23	-4%	-2%	?
CC(C)(C)c1cc(C(F)(F)F)nc(SCCCNC(=O)c2ccco2)n1	?	24%	0%	6%	0%	8%	6%	4	-7%	?	2%
Cc1cccn2c(=O)nc(SCC(=O)N3CCOCC3)nc12	13%	/	-2%	/	/	-3%	/	6	-5%	/	2%
COc1ccc(CNC(=O)c2cc(=O)c3c(C)cc(C)cc3o2)cc1	?	6%	-2%	/	-5%	-5%	2%	3	2%	3%	-2%
CCOC(=O)c1nnn(-c2ccc(OC)cc2)c1N	?	3%	8%	0%	-3%	-1%	-12%	-25	23%	22%	?
NCc1ccccc1	2%	5%	0%	/	24%	2%	/	7	2%	3%	-1%
Cc1[nH]c2ccccc2c1/C=N/NC(=O)c1cccc(Br)c1	2%	-42%	0%	/	?	-4%	3%	11	0%	11%	?
CCN(CC)CCN(C(=O)/C=C/c1cccs1)c1nc2ccc(C)cc2s1	-1%	-18%	-4%	/	/	-7%	-4%	-99*	-5%	-18%	1%
Cc1ccc(S(=O)(=O)NCc2nc(-c3ccccc3)no2)cc1	-8%	40%	0%	0%	/	1%	-1%	2	-3%	-14%	1%
CN(C)c1ccc(/C=N/NC(=O)c2ccc(Cn3cc(Br)cn3)o2)cc1	?	?	?	-3%	?	/	38%[activator][11.5 µM]	-22	22%	?	9.5µM*
COc1ccc(C2(c3ccc(OC)cc3)NC(=O)N(CC(=O)NC3(C#N)CCCCC3)C2=O)cc1	3%	/	0%	/	/	-2%	/	-1	-2%	/	/
CC(=O)Oc1ccc2occ(/C=N/c3cc(=O)[nH]c(=S)[nH]3)c(=O)c2c1	4%	-5%	0%	-4%	-9%	-1%	?	7	3%	10%	?
Cc1cc(OCC(=O)N(C)Cc2ccccc2)ccc1Br	?	?	?	-9%	-9%	2%	4%	8	?	6%	17µM*
O=C(COc1ccc2ccccc2c1)NNC(=O)c1cccs1	7%	-3%[10 µM]	-7%	-1%	?	-2%	/	-6	-2%	5%	-18%
CCCn1c(=O)c2ccccc2n2c(SCCOc3ccc(OC)cc3)nnc12	-13%	-6%	0%	-1%	0%	3%	-6%	-5	3%	0%	0%
COc1cc(S(=O)(=O)n2nc(C)cc2C)ccc1Cl	-3%	3%	-1%	15%	9%	3%	-4%	-2	1%	2%	0%
Cn1c(Cc2cccc3ccccc23)nnc1SCc1ccc([N+](=O)[O-])cc1	-10%	30%	1%	0%	-5%	19%	42%[activator]	?	-2%	-3%	2%
Cc1cccc2c1cnn2C(=O)CCC(=O)N1CCC(C)CC1	7%	-2%	-12%	3%	-13%	2%	9%	2	-3%	-6%	?
CCNC(=O)N1CCCC(C(=O)c2ccc(-c3ccccc3)cc2)C1 (stereo not given)	?	42%	29%	2%	6%	-17%	-6%	-16	26%	-11%	?
Cc1cc(C)cc(-n2ncc3c2CCCC3NC(=O)c2csnn2)c1 (stereo not given)	28%	33%	23%	0%	?	-3%	-1%	4	14%	24%	?
CC1=NN(Cc2ccccc2)C(=O)C1C(c1ccncc1)C(C#N)C#N (stereo not given)	13%	-44%	-1%	-5%	/	-4%	?	8	2%	?	-8%
O=C(NNC(=O)c1ccc(-n2cncn2)c([N+](=O)[O-])c1)c1cccc(Cl)c1	24%	/	-1%	/	/	-7%	/	-6	-2%	/	-2%
CC(=O)Cn1cnc2sc(-c3ccccc3)cc2c1=O	?	17%	4.5µM*	-7%	-5%	-11%	?	-7	3.2µM*	5%	9.5µM*
O=C1CC(c2nc3ccccc3[nH]2)CN1c1cccc(C(F)(F)F)c1 (stereo not given)	-17%	?	0%	2%	25%	4%	-25%	-6	-3%	1%	3%
COc1ccc(NC(=O)c2ccc(S(=O)(=O)N3CCOCC3)o2)cc1	-13%	22%	-3%	0%	/	-4%	-4%	-14	-4%	-1%	6%
Cc1nn(CC(=O)NCCCc2ccccc2)c(=O)c2cc3occc3n12	4%	7%	-3%	/	/	5%	-3%	8	-4%	-3%	1%
Cc1ccc(S(=O)(=O)N(CC(=O)Nc2ccccc2)C(=O)N2CCN(C)CC2)cc1	8%	/	2%	/	/	2%	/	-20	-3%	/	1%
Cc1cc2c3c([nH]c2cc1S(=O)(=O)NCc1ccc(CN2CCCCCC2)o1)CC(C)(C)CC3=O	3%	-15%	-8%	-1%	2%	2%	-5%	-22	-2%	-3%	4%
O=C(c1ccoc1)N1CCCC(N2CCN(c3ccc(F)cc3)CC2)C1 (stereo not given)	-7%	/	1%	-4%	-13%	-2%	2%	32	2%	/	3%
N/C(=N\OC(=O)Cc1ccc(Cl)cc1)c1cccnc1	23%	29%	-4%	1%	-17%	-3%	5%	6	0%	14%	?
COc1ccc(NC(=O)CS(=O)c2cccc(Cl)c2)cc1 (stereo not given)	1%	-10%	0%	-3%	/	-11%	5%	-1	1%	1%	-3%
CCOC(=O)N1CCC(N(CCN(C)C)C(=S)Nc2cc(C)ccc2C)CC1	7%	-22%	-2%	3%	-7%	-7%	-2%	-12	0%	-2%	1%

Four consecutive entries from above, quoted:
SMILES	ELG1 repair inh	RORg inh	Rab9 promoter act	PKM2 activator	Menin-MLL TR inh	Mito fusion yeast	MBNL1-CUG inh	KCNH2 3.1 inh	NPC1 prom act	VP16 counter	FLuc counter
O=C(c1ccoc1)N1CCCC(N2CCN(c3ccc(F)cc3)CC2)C1 (stereo not given)	-7%	/	1%	-4%	-13%	-2%	2%	32	2%	/	3%
N/C(=N\OC(=O)Cc1ccc(Cl)cc1)c1cccnc1	23%	29%	-4%	1%	-17%	-3%	5%	6	0%	14%	?
COc1ccc(NC(=O)CS(=O)c2cccc(Cl)c2)cc1 (stereo not given)	1%	-10%	0%	-3%	/	-11%	5%	-1	1%	1%	-3%
CCOC(=O)N1CCC(N(CCN(C)C)C(=S)Nc2cc(C)ccc2C)CC1	7%	-22%	-2%	3%	-7%	-7%	-2%	-12	0%	-2%	1%
